BRCA1 expr act – activators of BRCA1 expression. AID 624202. 1.1% of 380,000 active. MCF7-BRCA1-FFLuc reporter, luminescence, 48 h; response scale: scaled: vehicle 0%, 10 µM genistein 100%. Potency, µM (top dose mostly 46.1 µM), for the others: at the highest dose activation, actives largely listed as activators; further: nearly all actives have a fitted effect of over 80% in size; some results filed as inactive show a strong effect at the top dose
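Quantitative HTS in MCF7 cells stably reporting BRCA1 expression via firefly luciferase. Compound treatment lasts 48 h at 37 °C in phenol-red free MEM. Activation is expressed relative to genistein at 10 microM and DMSO.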
Rab9 prom act – activates the Rab9 promoter. Huh7 Rab9 promoter-luciferase reporter, luminescence, 24 h. 2.8% of 320,000 active. Potency, µM (titrated, usually from 9.22 µM), without a hit: at the highest dose activation, negative = inhibition, most hits filed as activators; further: % of control where 0% means no effect; nearly all actives have a fitted effect of over 60% in size
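Measured in stably transfected Huh7 cells bearing a Rab9 promoter–luciferase construct: 24 h compound treatment at 37 °C, followed by luminescence detection.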
NPC1 promoter act – activators of NPC1 promoter; Huh7 NPC1 promoter luciferase reporter, 24 h; Potency, µM (titrated, usually from 9.22 µM), for inactives: top-dose activation, actives largely listed as activators; 2.4% of 320,000 active; AID 485313;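 further: % of control where 0% means no effect; nearly all actives have a fitted effect of over 60% in size; reporter is driven by a mutant NPC1 promoter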
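NPC1 promoter–luciferase Huh7 cells; 24 h compound; luminescence.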
MBNL1-CUG inh – MBNL1-poly(CUG) RNA binding inhibition | Q9NR56 | TR-FRET MBNL1-His/biotin-(CUG)12 binding, 665/545 ratio | Potency, µM (series often up to 57.5 µM), inactives show at the top dose activity change, negative = inhibition, actives largely listed as inhibitors | 0.036% of 280,000 active | AID 2675; active means well fitted inhibition curve with a large enough effect in the signal ratio, with a control signal flat, not every such curve was filed as active; inconclusive means small, poorly fitted or top-dose-only effect, or effect the other way, or a change in a side signal; inactive means no such curve, though single readings can be large or run the other way; the % refers to the signal ratio; further: on the % scale 0 is the no-effect control and ±100 the full control effect
Target sequence (Q9NR56 whole entry, looked up): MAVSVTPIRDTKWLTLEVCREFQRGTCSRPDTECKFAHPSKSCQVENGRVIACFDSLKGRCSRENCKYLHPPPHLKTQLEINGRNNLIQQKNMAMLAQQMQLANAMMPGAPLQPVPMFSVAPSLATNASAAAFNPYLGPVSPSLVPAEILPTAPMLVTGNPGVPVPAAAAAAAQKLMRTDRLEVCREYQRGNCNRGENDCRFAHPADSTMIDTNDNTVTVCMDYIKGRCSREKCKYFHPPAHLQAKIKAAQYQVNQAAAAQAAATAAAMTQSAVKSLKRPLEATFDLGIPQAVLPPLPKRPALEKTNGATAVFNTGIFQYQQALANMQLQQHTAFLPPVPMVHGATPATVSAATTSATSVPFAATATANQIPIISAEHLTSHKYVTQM
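MBNL1-His + Biotin-(CUG)12, cpd titration 92 nM–58 uM; Tb anti-His Ab 0.055 ng/ul, SA-XL665 5 nM (final); 60 min RT; ratiometric 665/545 nm, Ex 340 nm; normalized to buffer and full-complex controls.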
uPA surface inh – inhibitors of cell surface uPA generation; cell surface uPA generation assay, qHTS; Potency, µM (highest dose often 38.3 µM), without a hit: top-dose activity change, negative = inhibition, usual class: inhibitors; 0.31% of 330,000 active; active means well fitted inhibition curve with a large enough effect; inconclusive means small, poorly fitted or top-dose-only effect; inactive means no such curve, though single readings can be large or run the other way; tested in mouse RAW 264.7 cells; further: on the % scale 0 is the no-effect control and ±100 the full control effect; nearly all actives have a fitted effect of over 55% in size
Gal4-VP16 FLuc – Gal4-VP16 reporter inhibition counter-screen. 3.5% of 310,000 active. Drosophila S2 Gal4-VP16 UAS-luciferase, luminescence, 20 h. Potency, µM (series often up to 53.6 µM), without a hit: at the top dose activity, negative = inhibition, actives largely listed as inhibitors. AID 2546;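 further: Gal4-VP16 expression switched on by copper sulfate through the metallothionein promoter; on the % scale 0 is the no-effect control and ±100 the full control effect; nearly all actives have a fitted effect of over 50% in size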
RORgamma inh – ROR gamma (mouse) transcription inhibition; P51450; 5.4% of 310,000 active; Potency, µM (doses to about 53.6 µM), for the others: at the highest dose activity change, negative = inhibition, actives largely listed as inhibitors; Drosophila S2 Gal4-RORgamma UAS-luciferase reporter, 20 h; AID 2551; further: on the % scale 0 is the no-effect control and ±100 the full control effect; nearly all actives have a fitted effect of over 60% in size
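Luciferase reporter read in Schneider cells carrying Gal4-RORγ (mouse) and UAS-Photinus luciferase; cells given compound 1 h before 700 uM copper sulfate induction, then incubated 20 h at ambient temperature.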
ELG1 genotox – inducers of genotoxicity in HEK293T ELG1-luciferase cells. Potency, µM (highest dose often 46 µM), without a hit: top-dose activity change, positive = activation, actives largely listed as activators. 1.3% of 330,000 active. HEK293T ELG1-luciferase reporter, luminescence, 16 h; further: % of control where 0% means no effect; nearly all actives have a fitted effect of over 60% in size
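Luminescence read-out: rising ELG1-luciferase signal, reflecting elevated ELG1 protein under genetic stress, flags genotoxic compounds. Cells were treated for 16 hr at 37 °C before ONE-Glo detection.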
FLuc modulator – firefly luciferase modulation, counter-screen for miR-21 project; P08659; purified FLuc, Km substrates, luminescence inhibition; Potency, µM (top dose mostly 57.5 µM), without a hit: top-dose activity change, negative = inhibition, usual class: inhibitors; 6.9% of 360,000 active; AID 588342;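 further: plate controls were vehicle for no effect and reference inhibitor for full effect; nearly all actives have a fitted effect of over 55% in size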
Target sequence (P08659 whole entry, looked up): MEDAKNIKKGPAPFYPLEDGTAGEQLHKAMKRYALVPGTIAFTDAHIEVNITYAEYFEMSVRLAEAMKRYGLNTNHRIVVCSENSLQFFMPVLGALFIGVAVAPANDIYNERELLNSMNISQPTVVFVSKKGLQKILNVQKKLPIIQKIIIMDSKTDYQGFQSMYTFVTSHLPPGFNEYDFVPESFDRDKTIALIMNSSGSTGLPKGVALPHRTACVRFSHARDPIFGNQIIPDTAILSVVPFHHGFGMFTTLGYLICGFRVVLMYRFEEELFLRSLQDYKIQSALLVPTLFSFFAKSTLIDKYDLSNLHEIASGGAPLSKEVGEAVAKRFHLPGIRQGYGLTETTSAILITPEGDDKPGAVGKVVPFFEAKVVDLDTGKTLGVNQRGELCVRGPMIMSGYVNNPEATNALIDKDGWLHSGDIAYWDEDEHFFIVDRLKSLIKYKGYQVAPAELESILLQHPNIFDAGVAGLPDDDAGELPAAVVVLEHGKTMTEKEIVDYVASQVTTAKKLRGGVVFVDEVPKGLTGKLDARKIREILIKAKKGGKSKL
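Purified P. pyralis luciferase, 10 nM final, with Km-level 10 uM D-luciferin and 10 uM ATP in 50 mM Tris acetate pH 7.5, 10 mM Mg acetate, 0.01% Tween-20, 0.05% BSA; 6-point qHTS titration about 60 µM downward; luminescence read.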
p53 reactivator – mutant p53 re-activation in reporter cells. H1299 p53-A138V BP100-luciferase reporter, luminescence, 24 h. Potency, µM (highest dose often 92.2 µM), without a hit: top-dose activity change, positive = activation, usual class: activators. 0.063% of 320,000 active. AID 504706; further: % of control where 0% means no effect; nearly all actives have a fitted effect of over 45% in size
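H1299 (p53-null), stable ts p53-A138V + BP100-Luc; 1000 cells/well, Opti-MEM/10% FBS; cpd 4 pt, 1:5; 24 h, 37 deg C, 5% CO2; detection reagent 10 min RT; luminescence.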
Starred values were filed as active, the others as inactive; u = inconclusive; x = no result given; & = joins results of further samples; [ ] = dose if it differs, or a comment. Unless noted, the call rests on the fitted dose curve; in most records, active means well fitted curve in the direction sought with a large enough effect; inconclusive means small, poorly fitted or top-dose-only effect, or another doubt; inactive means no such curve, though single readings can be large; an effect the other way counts as inactive or inconclusive. Potency means the concentration at half of the fitted maximal effect.

SMILES	p53 reactivator	uPA surface inh	RORgamma inh	MBNL1-CUG inh	Gal4-VP16 FLuc	FLuc modulator	ELG1 genotox	NPC1 promoter act	Rab9 prom act	BRCA1 expr act
Cc1ccc(S(=O)(=O)/N=C/c2ccc(N(C)C)cc2)cc1	2%	-4%	10%[10 µM]	x	-2%	0%	3%	-1%	-3%	0%
Cc1cc(NC(=O)c2cccc([N+](=O)[O-])c2)no1	0%	-2%	-17%	4%	1%	0%	6%	-2%	0%	7%
O=C1/C(=C/c2ccc(O)c([N+](=O)[O-])c2)SC(=S)N1Cc1ccccc1	5%	-3%	-2%	2%	-1%	u	-14%	-3%	-2%	-30%
CCOC(=O)N1CCN(CC(O)COC2CC(C)CC(C)(C)C2)CC1 (stereo not given)	u	9%	u	-8%	u	-3%	-5%	-1%	9%	-7%
COc1ccc(CN2CCNC(=O)C2CC(=O)N(C)Cc2ccno2)c(F)c1 (stereo not given)	21%	14%	4%	2%	-1%	1%	-1%	1%	-1%	11%
CC(NC(=O)c1ccccc1)C(=O)NC1CCCc2ccccc21 (stereo not given)	-3%	2%	x	x	x	1%	-3%	-2%	-7%	-15%
Cc1cccc(CSc2nnc(N)n2-c2ccccc2)c1	-4%	3%	-34%	-15%	-4%	-1%	-1%	-5%	5%	-3%
O=C(CCl)NNc1cccc(Cl)n1	u	-6%	30%	-4%	5%	-1%	-1%	7%	-3%	-30%
Cc1ccc(N(C(=O)CNC(=O)c2ccco2)C(C(=O)NCC2CCCO2)c2ccccc2)c(C)c1 (stereo not given)	0%	5%	10%	-8%	13%	2%	-27%	-3%	9%	-11%
COCc1ccc(CN2CCC(N3CCC(C(=O)N4CCCC4)CC3)CC2)o1	10%	-25%	-23%	0%	4%	2%	2%	-3%	1%	1%
CCOc1ncccc1C(=O)Nc1ccc(OC)c(S(=O)(=O)N2CCCCC2)c1	-2%	-4%	6%	3%	-9%	5%	1%	-7%	-2%	2%
CC(C)n1nnnc1SCC(=O)Nc1ccc2c(c1)OCO2	u	1%	1%	-13%	-1%	u	11%	5%	25%	56%
Cc1ccc(CNC(=O)c2c(-c3ccccc3)sc3ccccc23)o1	2%	-29%	x	x	x	x	-1%	x	x	-16%
CC(OC(=O)CN(C)S(=O)(=O)c1ccc(Cl)cc1)C(=O)Nc1ccc(N2CCOCC2)cc1 (stereo not given)	-4%	-3%	41%	1%	4%	-8%	7%	2%	21%	16%
OC(COc1ccc(Br)cc1)CN1CCN(c2ccccc2)CC1 (stereo not given)	x	38%[activator]	-12%	-10%	-10%	5%	-8%	0%	0%	-3%
CCc1ccc(-c2nnn(CC(=O)N(C3CCCC3)C3CCS(=O)(=O)C3)n2)cc1 (stereo not given)	-1%	3%	x	x	x	-2%	4%	-2%	-3%	2%
O=C(Nc1cccc(-c2csc(Nc3ccc(Cl)cc3)n2)c1)c1ccccc1	u	u	18%	-1%	1%	12µM*	-14%	-3%	3%	-36%
Cc1onc(-c2ccccc2Cl)c1C(=O)Nc1nc2c(s1)CCCC2	22%	0%	-44%	-7%	-6%	13µM*	4%	27%	u	69%
CC(=O)c1ccc(S(=O)(=O)N2CCN(C(=O)CSC(=S)N3CCCC3)CC2)cc1	-1%	-13%	x	x	x	6%	-6%	1%	-5%	-20%
C[n+]1ccc(C(=O)NCc2ccccc2)cc1	u	8%	-18%	18%	-10%	-2%	0%	-2%	1%	0%
CCc1cc[n+](C2=C([O-])c3ccccc3C(=O)/C2=N\S(=O)(=O)c2cccs2)cc1	-28%	-19%	3.5µM*	u	16µM*	u	-18%	-9%	-21%	-84%[inhibitor]
OCCC1CN(CC#Cc2ccccc2)CCN1C1CCCC1 (stereo not given)	-2%	1%	2%	-7%	-4%	2%	-2%	-2%	-1%	0%
COc1cc(OC)c2c(c1)OC(=O)CC2c1ccc(C)cc1 (stereo not given)	-2%	-6%	-21%	x	13%	x	4%	x	x	32%
CN(Cc1c(F)cccc1Cl)C(=O)C1=CC=CN2CCS(=O)(=O)N=C12	7%	-6%	x	x	x	x	4%	x	x	0%
N#Cc1ccc(S(=O)(=O)NC[C@H]2O[C@@H](n3cnc4c(N)ncnc43)[C@H](O)[C@@H]2O)cc1	-4%	15%	x	x	x	x	5%	x	x	5%
O=C(Nc1ccccc1)c1ccccc1N=Cc1ccccc1O	u	-4%	38%	10%[11.5 µM]	6%	0%	-1%	21%	u	u
Cc1ccc(-c2onc(C)c2C)cc1S(=O)(=O)N1CCOc2ccccc21	-9%	-19%	2%	-1%	u	5%	3%	-2%	-11%	-44%
O=C(NCc1ccccc1F)C(=O)NCC1OCCCN1S(=O)(=O)c1cccs1 (stereo not given)	7%	-1%	-2%	-6%	-3%	-2%	2%	0%	3%	3%
O=C(NCc1ccncc1)c1ccc(Cl)c(S(=O)(=O)N2CCCCC2)c1	-3%	-1%	7%	-6%	-18%	1%	-10%	1%	-2%	-32%
O=C(NCCc1ccc(Cl)cc1)c1n[nH]c2ccccc12	1%	6%	2%	-4%	23%	u	5%	23%	u	79%
CCCCn1c(C(C)NC(=O)CCC)nc2ccccc21 (stereo not given)	10%	-2%	-42%	2%	19%	4%	9%	2%	-16%	1%
COc1ccc(-c2csc(Cc3nnc4n3CCCCC4)n2)cc1OC	0%	-9%	-4%	1%	-1%	0%	10%	1%	11%	-25%
Cc1c(C(=O)N(Cc2ccco2)Cc2cccs2)oc2ccccc12	-3%	-6%	x	x	x	0%	0%	10%	7%	4%
CC(=O)NC(C)c1cc(Cl)c2ccccc2c1O (stereo not given)	-11%	-15%	x	x	x	5%	-3%	-3%	-3%	-2%
Cc1ccc(C(=O)N2CCC(C(=O)c3ccc(Cl)cc3)CC2)cc1	-8%	-3%	25%	1%	-7%	-2%	-7%	-1%	-6%	-3%
COC(=O)C1=C(C)N(Cc2ccc(OC)c(OC)c2)C(=O)C1	2%	1%	-23%	-7%	1%	3%	-1%	0%	3%	-7%
Cc1cc(C)nc(SCc2cc(=O)c(OC(=O)c3cccc([N+](=O)[O-])c3)co2)n1	-13%	1%	-31%	38%[activator]	10%	-2%	-2%	-1%	-1%	6%
CCOC(=O)c1cc(-c2ccccc2)n(CC(=O)Nc2cc(OC)cc(OC)c2)c1C	2%	-1%	17%	-8%	-2%	-3%	-3%	-5%	-7%	-43%
O=C(NC(C(=O)N1CCCC1C(=O)O)=C1CCCCC1)c1ccccc1 (stereo not given)	-1%	3%	-6%	-18%	-2%	-2%	4%	-6%	2%	-7%
C/C(=N\Nc1ccc(F)cc1F)c1cccs1	5%	x	u	-1%	-5%	19µM*	u	6%	23%	x

Looked up above.
COc1ccc(-c2csc(Cc3nnc4n3CCCCC4)n2)cc1OC | RORgamma inh = -4%
O=C(NCCc1ccc(Cl)cc1)c1n[nH]c2ccccc12 | RORgamma inh = 2%

(listing goes on)
SMILES	p53 reactivator	uPA surface inh	RORgamma inh	MBNL1-CUG inh	Gal4-VP16 FLuc	FLuc modulator	ELG1 genotox	NPC1 promoter act	Rab9 prom act	BRCA1 expr act
CN(Cc1ccc(C(F)(F)F)cc1)C(=O)c1ccc2ccccc2n1	-6%	1%	5%	-7%	2%	-1%	2%	-5%	3%	15%
O=C(COc1ccc2c(-c3ccccc3)cc(=O)oc2c1)NC(Cc1c[nH]c2ccccc12)C(=O)O (stereo not given)	6%	5%	x	x	x	x	2%	x	x	-8%
Cc1noc(C)c1CN1C(=O)NC2(CCc3ccccc3C2)C1=O (stereo not given)	-4%	-2%	16%	1%	7%	3%	0%	0%	-7%	-15%
COc1ccc(N2CCN(C(=O)c3c(Cl)cnn3C)CC2)cc1	-13%	3%	10%	-2%	-9%	6%	0%	-4%	-6%	-2%
O=C(NC1CCCCCC1)C(=S)N1CCOCC1	-3%	2%	12%	-6%	-3%	u	-1%	-3%	-3%	10%
CC(C(=O)Nc1ccc(F)c(F)c1)N1CCN(C)CC1 (stereo not given)	5%	6%	-6%	-6%	-4%	5%	0%	-2%	-3%[1.84 µM]	-21%
CCCN(CCC)CCCNC(=O)C1CCN(S(=O)(=O)c2cccc3nsnc23)CC1	-6%	-2%	-12%	u	-6%	5%&0%	1%	-6%	0%	6%&1%
COc1cc(C(=O)NCC(=O)NCCSc2ccc(Br)cc2)cc(OC)c1OC	-4%	0%	x	x	x	-2%	-4%	-6%	-1%	-11%
Cc1ccc2cc(CN(Cc3ccco3)C(=O)NCc3ccccc3)c(=O)[nH]c2c1C	-6%	-3%	8%	-10%	-1%	-1%[2.3 µM]	-9%	-1%	1%	-27%
Cc1ccc(S(=O)(=O)N(CC(=O)N2CCC(C)CC2)Cc2ccccc2F)cc1	3%	x	0%	-5%	3%	1%	-4%	2%	3%	-48%
Cc1ccc(C(=O)N(C)c2ccc(OCC(=O)N3c4ccc(C)cc4C4CN(C)CCC43)cc2)cc1 (stereo not given)	-4%	-12%	u	-8%	-19%	3µM*	u	27%	u	59%
CCOC(=O)Cc1nnc(NC(=O)C(CC)Sc2nc(C)cc(=O)[nH]2)s1 (stereo not given)	7%	7%	-2%	2%	-2%	1%	0%	-1%	-1%	-4%
